MLL CXXC-DNA inh: inhibitors of human MLL CXXC domain-DNA interaction. Potency, µM (top dose mostly 115 µM), inactives show at the highest dose activity change, negative = inhibition, hits mostly inhibitors. AID 2662. MLL-CXXC / FITC-HOXA9 DNA fluorescence polarization. Q03164. 290,000 compounds, 0.037% hits; active means well fitted inhibition curve with a large enough effect in the polarisation, with a control signal flat, not every such curve was filed as active; inconclusive means small, poorly fitted or top-dose-only effect, or effect the other way, or a change in a side signal; inactive means no such curve, though single readings can be large or run the other way; the % refers to the polarisation; further: potency means the concentration at half of the fitted maximal effect
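Steps: dispense CXXC domain solution (7 uM) → pin compounds or unlabeled HOX-A9 DNA control → 5 min ambient → add FLSN-HOX-A9 solution (50 nM) → spin → 30 min ambient → fluorescence polarization. Tris pH 7.5/NaCl/DTT/BSA buffer.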
PTAP TSG101 blk: blocks PTAP/TSG101 interaction to inhibit HIV-1 budding. Q99816. Fluorescence polarization, FITC-PTAP peptide / Tsg101 binding. Potency, µM (series often up to 115 µM), without a hit: top-dose activity change, negative = inhibition, usual class: inhibitors. 340,000 tested, under 10 active. AID 493005; active means well fitted inhibition curve with a large enough effect in the main read-out, with a control signal flat, not every such curve was filed as active; inconclusive means small, poorly fitted or top-dose-only effect, or effect the other way, or a change in a side signal; inactive means no such curve, though single readings can be large or run the other way; further: potency means the concentration at half of the fitted maximal effect; % of control where 0% means no effect
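FP read-out: FITC-PTAP peptide, 50 nM final, binding Tsg101 binding domain, 10 uM final; 20 min, r.t.; 10 mM HEPES pH 7.5, 0.15 M NaCl, 0.01% Tween 20, 3 mM EDTA, 0.1 mM TCEP.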
Integrin act MD: activators of alpha7 integrin expression for muscular dystrophy. alpha7betagal myoblasts, beta-gal FDG fluorescence, 48 h. Potency, µM (series often up to 38.3 µM), for inactives: at the highest dose activation, actives largely listed as activators. 350,000 compounds, 0.064% hits;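 further: potency means the concentration at half of the fitted maximal effect; 100% = response of the positive control SU9516; nearly all actives have a fitted effect of over 60% in size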
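Alpha7betagal+/- myoblasts (passage 13) were plated 16-24 hr, then exposed to compounds (1:260 dilution of DMSO stock) for 48 hours at 37C. After MPER lysis, β-galactosidase reporter activity was read as FDG fluorescence (ex 480/em 540) after 30 minutes.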
TCR act: T cell receptor activation | primary human leukocytes, anti-CD3, IL-2 HTRF, 48 h | 330,000 tested, under 10 active | AID 504894 | Potency, µM (top dose mostly 9.22 µM), inactives show at the highest dose activation of IL-2 secretion, most hits filed as activators; further: % of control where 0% means no effect
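TCR engagement came from a-CD3 beads alone, with compounds added to primary human leukocytes for 48 hr. Secreted IL-2 bridged europium cryptate- and d2-labelled anti-IL-2 antibodies, giving FRET emission at 665nm after 320nm excitation.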
Menin-MLL TR inh: displaces Texas Red mutant MLL peptide from human menin. Menin + Texas Red MLL mutant peptide, fluorescence polarization. Potency, µM (doses to about 61.6 µM), without a hit: top-dose FP activity change, negative = inhibition, actives largely listed as inhibitors. 270,000 compounds, 0.23% hits. AID 1768; active means well fitted inhibition curve with a large enough effect in the polarisation, with a control signal flat, not every such curve was filed as active; inconclusive means small, poorly fitted or top-dose-only effect, or effect the other way, or a change in a side signal; inactive means no such curve, though single readings can be large or run the other way; the % refers to the polarisation; further: potency means the concentration at half of the fitted maximal effect; % of control where 0% means no effect; many of its hits are not listed in these tables
S-ASM inh: blocks human secretory acid sphingomyelinase. P17405. placental ASM, HMU-PC fluorogenic substrate, 60 min. Potency, µM (doses to about 57.5 µM), for the others: top-dose activity change, negative = inhibition, most hits filed as inhibitors. 340,000 compounds, 0.006% hits; further: potency means the concentration at half of the fitted maximal effect
Target sequence (P17405 47-631 limits assumed): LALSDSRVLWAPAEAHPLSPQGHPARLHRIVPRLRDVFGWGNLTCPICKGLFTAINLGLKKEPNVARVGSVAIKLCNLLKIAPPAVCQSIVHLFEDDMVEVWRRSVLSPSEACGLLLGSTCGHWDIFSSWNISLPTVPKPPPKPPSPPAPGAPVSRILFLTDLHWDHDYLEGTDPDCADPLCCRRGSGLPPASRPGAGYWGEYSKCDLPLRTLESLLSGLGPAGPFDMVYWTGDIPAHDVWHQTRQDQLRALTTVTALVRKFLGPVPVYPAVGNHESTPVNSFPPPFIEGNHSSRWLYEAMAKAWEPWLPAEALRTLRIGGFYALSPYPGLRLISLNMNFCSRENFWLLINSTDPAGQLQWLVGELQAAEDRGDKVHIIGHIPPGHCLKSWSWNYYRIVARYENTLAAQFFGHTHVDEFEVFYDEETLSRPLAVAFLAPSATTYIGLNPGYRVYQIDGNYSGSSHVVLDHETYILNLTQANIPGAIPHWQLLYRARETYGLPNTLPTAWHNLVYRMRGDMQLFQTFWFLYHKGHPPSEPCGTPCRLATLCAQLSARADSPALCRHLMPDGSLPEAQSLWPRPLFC
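Steps: dispense placental human ASM, pin compound, wait 10 min at room temperature, add HMU-PC0 substrate at 9 uM final, incubate 60 min at 37 °C, add stop solution raising pH to 10, read fluorescence.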
TSHR antagonist: human thyrotropin receptor antagonism. 330,000 compounds, 0.2% hits. AID 504810. TSHR-expressing cells, TSH-stimulated cAMP HTRF, 2 h; active compounds read low. P16473. activity change, negative = inhibition, % at 11.5 µM;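 active means activity change below a set negative limit, meaning inhibition stronger than a set level, cut at about -70% in these data; inconclusive means activity change between two set negative limits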; further: on the % scale 0 is the no-effect control and ±100 the full control effect
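Cell-based HTRF cAMP assay; TSHR cells + compound, TSH EC80 (4nM final), 2 h, 37 deg C. Lysis with anti-cAMP cryptate and cAMP-d2, 30 min RT, read 665/620 nm.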
MBNL1 CUG block: inhibitors of human MBNL1 binding to CUG repeat RNA; Potency, µM (series often up to 57.5 µM), for inactives: at the highest dose activity change, negative = inhibition, usual class: inhibitors; TR-FRET MBNL1-His/biotin-(CUG)12 binding, 665/545 ratio; 280,000 compounds, 0.036% hits; Q9NR56; AID 2675; active means well fitted inhibition curve with a large enough effect in the signal ratio, with a control signal flat, not every such curve was filed as active; inconclusive means small, poorly fitted or top-dose-only effect, or effect the other way, or a change in a side signal; inactive means no such curve, though single readings can be large or run the other way; the % refers to the signal ratio; further: potency means the concentration at half of the fitted maximal effect; on the % scale 0 is the no-effect control and ±100 the full control effect
Target sequence (Q9NR56 whole entry, looked up): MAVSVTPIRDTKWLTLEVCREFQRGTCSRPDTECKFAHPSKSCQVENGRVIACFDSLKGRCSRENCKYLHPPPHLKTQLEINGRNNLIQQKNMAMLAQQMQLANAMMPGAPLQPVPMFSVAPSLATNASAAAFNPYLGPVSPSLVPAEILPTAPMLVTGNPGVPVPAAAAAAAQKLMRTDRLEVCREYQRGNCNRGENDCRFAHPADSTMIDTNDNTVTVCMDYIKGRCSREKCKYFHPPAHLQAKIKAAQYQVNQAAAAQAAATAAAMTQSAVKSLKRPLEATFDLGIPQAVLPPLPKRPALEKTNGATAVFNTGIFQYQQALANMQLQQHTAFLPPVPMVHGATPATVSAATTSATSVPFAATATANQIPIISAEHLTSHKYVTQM
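Compounds (final 92 nM to 58 uM) are added to His-tagged MBNL1 and biotin-(CUG)12, then terbium anti-His antibody and streptavidin-XL665 (5 nM final). After 60 min at room temperature, the 665/545 nm ratio is read.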
AT treatment: candidate therapy for ataxia-telangiectasia; AID 485349; […] A-T fibroblasts, KAP-1 phosphorylation AlphaLISA; neocarzinostatin DNA damage 30 min before lysis; 320,000 compounds, 0.19% hits; Potency, µM (highest dose often 57.5 µM), without a hit: at the highest dose activation, usual class: activators; further: potency means the concentration at half of the fitted maximal effect; % of control where 0% means no effect; nearly all actives have a fitted effect of over 45% in size
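hTERT-immortalized A-T patient fibroblasts ([…]), 500 cells/well in OPTI-MEM, 1% FBS, got compounds for 60 min, then NCS for 30 min at 37C. Lysates were then assayed for phospho-KAP-1 by AlphaLISA (anti-pKAP1 donor, anti-KAP1 acceptor beads), 6 hr at 25C.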
Mito fusion act: mitochondrial division inhibition or fusion activation | S. cerevisiae fusion-defective mutant growth rescue, CellTiterGlo 48 h | Potency, µM (top dose mostly 46.1 µM), without a hit: top-dose growth rescue (activation), hits mostly activators | 320,000 compounds, 0.23% hits | AID 485298;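 further: potency means the concentration at half of the fitted maximal effect; % of control where 0% means no effect; nearly all actives have a fitted effect of over 45% in size; temperature-sensitive fusion mutants such as fzo1-1 at 37 °C on non-fermentable ethanol glycerol medium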
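S. cerevisiae fusion-defective temperature-sensitive mutants (e.g. fzo1-1, mgm1-5) grown 48 h at 37C in YPEG (ethanol/glycerol non-fermentable) medium with 23 nl compound per well; growth rescue read as CellTiterGlo luminescence.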
* = called active by the depositor; ? = inconclusive; . = no result given; [ ] = dose if it differs, or a comment. Unless noted, the call rests on the fitted dose curve; in most records, active means well fitted curve in the direction sought with a large enough effect; inconclusive means small, poorly fitted or top-dose-only effect, or another doubt; inactive means no such curve, though single readings can be large; an effect the other way counts as inactive or inconclusive.

SMILES	MLL CXXC-DNA inh	PTAP TSG101 blk	Integrin act MD	TCR act	Menin-MLL TR inh	S-ASM inh	TSHR antagonist	MBNL1 CUG block	AT treatment	Mito fusion act
Cc1cccc(NC(=O)CN2C(=S)NC(C)(C)CC2C)c1C (stereo not drawn)	8%	-5%	23%	-4%	0%	1%	20	.	-2%	-2%
O=C(NNC(=O)c1cc(OCC(F)(F)F)ccc1OCC(F)(F)F)c1ccc(Cl)c(Cl)c1	-1%	0%	-33%	-12%	32%[activator]	-27%	-5	-1%	-3%	0%
CS(=O)(=O)N(CC(=O)NCCSCc1cccc(Cl)c1)c1ccccc1F	-7%	-4%	-9%	.	-1%	0%	-5	3%	-8%	-2%
COC(=O)/C(=C\Nc1ccc(Cl)cc1Cl)NC(=O)c1ccccc1	5%	-2%	-3%	1%	?	-9%	.	-8%	.	8%
COc1ccc(C(=O)NNC(=S)NC(=O)c2ccc(Cl)cc2)cc1	.	-1%	-42%	-2%	.	2%	.	.	.	.
COC(C[C@@H]1O[C@H]1[C@@H](O)COCc1ccccc1)OC	0%	0%	1%	-1%	.	2%	-6	-1%	19%	0%
CCCCCOc1ccccc1C(=O)NCC(=O)O	-3%	-2%	27%	5%	-8%	5%	-3	-15%	4%	1%
COCCNC(=O)c1csc(Nc2cccc3ccccc23)n1	5%	1%	16%	.	-7%	1%	0	18%	5%	4%
Cc1c(NC(=O)Nc2ccccc2Cl)sc(=S)n1C	1%	0%	-7%	1%[46.1 µM]	0%	1%	46	6%	-1%	3%
CN1CCN(S(=O)(=O)c2ccc(NC(=O)c3csc4ccccc34)cc2)CC1	-6%	-12%	-5%	-5%	?	-4%	0	-5%	-2%	-8%
CCOC(=O)N=Nc1c2ccccc2c2nc3no[nH]c3nc12	?	0%	-42%[inhibitor]	4%	?	-10%	17	?	26%	-5%
C=CCn1c(SCC(=O)Nc2ccc3c(c2)OCO3)nnc1-c1cc(Br)ccc1O	-5%	-4%	-9%	-2%	?	-14%	.	-4%	.	-1%
O=S(=O)(c1ccccc1)c1nnn2c1nc(NC1CCN(Cc3ccccc3)CC1)c1ccccc12	14%	-2%	-1%	-6%	17%	-9%	0	-4%	0%	1%
CO/N=C(\C(=O)N[C@@H]1C(=O)N2C(C(=O)O)=C(COC(N)=O)CS[C@H]12)c1ccco1	-1%	-4%	.	-2%	2%	5%	9	-3%	6%	-1%
Cc1nn(-c2ccccc2)c(Cl)c1CN(C(=O)CCl)c1ccc(Cl)cc1	4%	-3%	-57%[inhibitor]	-3%[46.1 µM]	-5%	0%	?	.	11%	-1%
COc1cccc(S(=O)(=O)NCC(=O)N2CCCC2)c1	-6%	-9%	-11%	8%	1%	-3%	20	-10%	9%	0%
O=C1NC(Cc2ccccc2)C(=O)N1Cc1cc([N+](=O)[O-])cc2c1OCOC2 (stereo not drawn)	-9%	-2%	2%	-1%	16%	5%	26	?	-11%	-2%
O=C1Nc2ccc([N+](=O)[O-])cc2OC1CCN1CCN(Cc2ccccc2)CC1 (stereo not drawn)	-1%	-3%	-4%	-12%	37%[activator]	-3%	0	?	-6%	2%
COc1ccc2c(c1)C(=O)N(CCc1ccc(S(=O)(=O)NC(=O)NC3CCCCC3)cc1)C(=O)C2(C)C	-9%	-1%	-4%	-2%	11%[24.8 µM]	-16%	-6	-1%	5%	3%
CC(=O)Nc1ccccc1NC(=O)C/C(C)=N/NC(=O)c1ccncc1	-4%	-7%	-10%	-8%	12%	0%	9	5%	-2%	-5%
CC(C)(C)C1CCC(CN2CCC(CN3C(=O)C(=O)NC[C@@H]3Cc3ccccc3)CC2)CC1 (stereo partly drawn)	.	-2%	15%	5%	.	2%	.	.	.	.
Cc1nn(C)cc1CN(C)C(=O)CCc1nnc(CCC2CCCCC2)o1	0%	-5%	23%	4%	-11%	3%	-7	-12%	-1%	-4%
CC(C)c1ccc(S(=O)(=O)c2cn(Cc3ccc(F)cc3)c3cc4c(cc3c2=O)OCO4)cc1	5%	.	.	-1%[46.1 µM]	-9%	.	-6	.	0%	-1%
Cc1cc(=O)cc(C)n1-c1ccc(O)cc1	-2%	-8%	-10%	2%	-6%	6%	0	2%	3%	12%
Nc1cc(N)nc(SCC(=O)N2CCN(S(=O)(=O)c3ccccc3)CC2)n1	5%	0%	19%	-1%	.	-1%	-2	-7%	0%	-5%
Cc1ccc(CNC(=O)C2CCC(CNc3c(N4CCOCC4)c(=O)c3=O)CC2)cc1 (stereo not drawn)	-7%	-1%	-23%	-1%	-6%[11.7 µM]	3%	3	-7%	0%	1%
COc1ccc(OCC(=O)Nc2nnc(-c3ccco3)s2)cc1	0%	1%	0%	0%	7%	1%	-10	54%[activator]	0%	15%
O=C(O)C1Nc2ccc(C(F)(F)F)cc2C2OCCC12 (stereo not drawn)	.	-1%	1%	10%	.	-4%	.	.	.	.
C/C(=N\NS(=O)(=O)c1ccc([N+](=O)[O-])cc1)c1c[nH]c2ccccc12	-6%	-2%	-2%	8%	?	6%	3	?	9%	1%
O=C(CCCCCCCC(=O)N1CCCCCC1)N1CCCCCC1	.	-6%	-5%	-2%	.	1%	.	.	.	.
CC(C)n1c(N2CCN(C(=O)N3CCCCC3)CC2)nc2ccccc21	-2%	-1%	-10%	2%	-9%	2%	9	-3%	-1%	2%
O=c1c2ccccc2nc(CSc2nnnn2-c2ccccc2)n1-c1cccc(C(F)(F)F)c1	2%	-2%	18%	-3%	7%	8%	15	-1%	2%	3%
COc1ccc([N+](=O)[O-])cc1NC(=O)Nc1ccc(OC)c(OC)c1	-4%	-8%	1%	9%	?	-5%	23	?	-4%	2%
Cc1ccc(NC(=O)c2cccc3c2-c2ccccc2C3=O)cc1C	8%	-1%	12%[7.66 µM]	2%	-20%	?	-20	?	0%	11%
COc1ccc(-c2nnc(SCC(=O)N3CCCC(C)C3)o2)c(OC)c1 (stereo not drawn)	5%	-1%	-33%	0%	-6%	2%	2	3%	10%	2%
COC(=O)c1ccc(CSc2cc(C)c3cc(C)cc(C)c3n2)o1	11%	-3%	9%	-3%	0%	-3%	-3	22%	27%	0%
O=C(CSc1nccn1Cc1ccco1)Nc1ccccc1C(F)(F)F	9%	-3%	-13%	0%	1%	3%	2	-5%	-4%	-1%
CC1CCN(Cc2nnnn2CCCC(=O)NCCN2CCOCC2)CC1	13%	1%	24%	-2%	.	1%	5	0%	6%	1%
Cc1onc(-c2ccccc2Cl)c1C(=O)Nc1cc(=O)n(C)c(=O)n1C	.	-3%	3%	0%	.	1%	.	.	.	.
Cc1cccc(OCCOCCSc2ncccn2)c1	-5%	-3%	-6%	5%	-20%	2%	-4	2%	8%	-1%
COC(=O)c1cc(S(=O)(=O)Nc2ccc(C)c(F)c2)c[nH]1	6%	-6%	-6%	-2%	1%	-1%	41	-3%	8%	-1%
Cc1ccc(NC(=S)N(CCN(C)C)C(C)c2ccco2)cc1Cl (stereo not drawn)	-8%	3%	-26%	8%	.	0%	1	9%	14%	-5%
Cc1c(OC(C(=O)O)c2ccccc2)ccc2c(-c3ccccc3)cc(=O)oc12 (stereo not drawn)	12%	-8%	7%	5%	.	8%	-12	?	-6%	-2%
Cc1c(NC(=O)CCC2CCCCC2)cc(C(=O)N2CCOCC2)cc1[N+](=O)[O-]	8%	-7%	-15%	-14%	-1%	3%	-7	.	-3%	8%
COc1ccc(C(=O)Nc2ccc(Nc3ccccc3)cc2)cc1[N+](=O)[O-]	35%[activator]	-3%	-24%	0%	?	-24%	-12	?	.	-4%
Cc1cc(N(C)C(=O)c2ccc3c(c2)S(=O)(=O)c2cc(Cl)ccc2C3=O)c(C(F)(F)F)o1	.	-3%	7%	0%	.	-3%	-7	.	-4%	.
Cc1cccc(NC(=O)CSCC(=O)N(C)Cc2c(F)cccc2Cl)c1	.	-3%	-36%	7%	.	2%	6	.	-3%	16%
CCc1cc2c(=O)n(-c3ccc(Br)cc3)cnc2s1	3%	-7%	20%	-1%	.	2%	-14	-2%	0%	5%
Cc1cccc(NC(=O)CN(C)S(=O)(=O)c2cccc3nsnc23)c1C	-2%	-1%	18%	2%	-7%	-5%	0	?	4%	1%

An excerpt; the hit share may differ from the screen's.
